High-throughput results as filed in PubChem.
STEP inh: STEP (human) phosphatase inhibition; P54829; recombinant STEP, OMFP fluorogenic substrate, fluorescence; inhibition, % at 20 µM; 360,000 compounds, 0.25% hits; AID 588621;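 active = inhibition at 20 µM, scaled per plate between control wells, above about 37%, limit read from the data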;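 note: 0% = DMSO with enzyme and substrate and 100% = substrate only without enzyme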
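System: STEP (striatal-enriched tyrosine phosphatase) enzyme, cell-free; medium: Bis-Tris pH 6.0 buffer with DTT, detergent; dosing: 20 µM, 1% DMSO; times: reaction 20 min, ambient temperature; detection: fluorescence, 480/540 nm; read-out basis: normalized % inhibition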
DNMT1 block: DNMT1 (human) enzyme inhibition; inhibition (reported as % activation of signal), % at 10 µM; 360,000 compounds, 0.83% hits; AID 588458; DNMT1 molecular beacon, Hinp1I cleavage, fluorescence; in the data active = inhibition above about 50%
LMPTP block: blocks human LMPTP phosphatase; P24666; recombinant LMPTP-A, OMFP fluorogenic substrate, fluorescence intensity; inhibition, % at 20 µM; 360,000 compounds, 0.22% hits;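 active = compounds that cut the enzyme signal by at least half of the control window in the single-dose screen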;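 note: plate controls were DMSO wells with enzyme plus substrate for no effect and substrate without enzyme for full effect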
Target sequence (P24666 whole entry, looked up): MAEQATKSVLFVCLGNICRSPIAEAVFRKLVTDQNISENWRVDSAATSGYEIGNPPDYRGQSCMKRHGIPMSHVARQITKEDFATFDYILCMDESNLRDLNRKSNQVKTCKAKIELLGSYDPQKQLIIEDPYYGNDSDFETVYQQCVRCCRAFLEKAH
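material = LMPTP-A | quantity = 0.625 nM enzyme | reagent = OMFP substrate, 400 µM final | buffer or medium = Bis-Tris pH 6.0, DTT, detergent | detection = endpoint fluorescence intensity from OMFP dephosphorylation | dosing = single 20 µM dose | read-out basis = % inhibition relative to no-enzyme and uninhibited control wells | control set = no-enzyme and uninhibited controls | timing = 50 min at room temperature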
NadD inh: NadD (S. aureus) enzyme inhibition; purified NadD enzyme, colorimetric absorbance read-out; inhibition, % at 20 µM; 360,000 compounds, 0.78% hits; in the data active = inhibition above about 26%; note: some compounds past the cut are filed as inactive
Rpn11 block: inhibitors of human proteasome Rpn11; human 26S proteasome, Ub4-pepOG fluorescence polarization; 20S core pre-blocked with epoxomicin; AID 588493; 360,000 compounds, 0.59% hits; calls only at 20 µM; O00487;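 active = inhibition at 20 µM, scaled to each plate's controls, above about 33%, limit read from the data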
Target sequence (O00487 whole entry, looked up): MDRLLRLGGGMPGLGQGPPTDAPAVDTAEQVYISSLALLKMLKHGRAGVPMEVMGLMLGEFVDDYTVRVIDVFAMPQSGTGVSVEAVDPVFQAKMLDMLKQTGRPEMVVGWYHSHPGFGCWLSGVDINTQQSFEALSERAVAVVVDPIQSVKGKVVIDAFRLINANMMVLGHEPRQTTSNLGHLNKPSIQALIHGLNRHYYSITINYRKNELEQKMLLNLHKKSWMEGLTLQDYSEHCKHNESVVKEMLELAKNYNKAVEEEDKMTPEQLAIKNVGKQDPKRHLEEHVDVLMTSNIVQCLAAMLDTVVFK
Neddylation inh: cullin neddylation inhibition; P61081+Q13564; TR-FRET cullin neddylation, biochemical; calls only at 25 µM; 360,000 compounds, 0.58% hits; in the data active = inhibition above about 36%
Rin1-Abl PPI inh: blocks binding of human Rin1 to Abl. 360,000 compounds, 0.4% hits. inhibition, % at 7.35 µM. TR-FRET Rin1/Abl binding, biochemical. P00519+Q13671; in the data active = inhibition above about 5%, passing the limit was not always enough
Scp-1 inhibitor: Scp-1 (human) phosphatase inhibition; Q9GZU7; Recombinant Scp1, phosphopeptide, malachite green phosphate absorbance; inhibition, % at 20 µM; 340,000 compounds, 0.88% hits; AID 493091;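 active = inhibition above about 50% at 20 µM, limit read from the data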;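 note: plate controls were DMSO wells with enzyme for no effect and wells lacking enzyme for full effect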
Target sequence (Q9GZU7 76-261 limits assumed): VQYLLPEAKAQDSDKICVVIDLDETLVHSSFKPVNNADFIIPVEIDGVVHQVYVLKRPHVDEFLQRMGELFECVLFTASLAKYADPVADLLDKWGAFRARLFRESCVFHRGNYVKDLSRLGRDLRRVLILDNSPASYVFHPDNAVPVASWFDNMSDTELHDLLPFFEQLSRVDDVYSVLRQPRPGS
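System: truncated SCP-1 phosphatase (76-261aa); medium: Tris acetate buffer pH 5.5 with MgCl2 and Tween-20; incubation: 45 min room-temperature reaction, 5 min colour, 30 min stabiliser; compound: single 20 µM dose, 1% DMSO; reagent: Phosphorylated 17-residue peptide substrate; read-out: % inhibition at 20 µM; technique: colorimetric free-phosphate detection, absorbance 630 nm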
CSN inh: blocks human CSN-mediated cullin deneddylation; Purified CSN, SCF-Nedd8-OG deneddylation, fluorescence polarization; inhibition, % at 12.5 µM; 360,000 compounds, 0.38% hits; Q92905;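 active = pattern-corrected inhibition above about 35%, with an unprinted fluorescence ratio check between 0.5 and 1.5, limit read from the data, passing the limit was not always enough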;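 note: 0% = enzyme with substrate and 100% = substrate without enzyme; some results filed as inactive read as strong as hits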
Target sequence (Q92905 whole entry, looked up, one chain of several): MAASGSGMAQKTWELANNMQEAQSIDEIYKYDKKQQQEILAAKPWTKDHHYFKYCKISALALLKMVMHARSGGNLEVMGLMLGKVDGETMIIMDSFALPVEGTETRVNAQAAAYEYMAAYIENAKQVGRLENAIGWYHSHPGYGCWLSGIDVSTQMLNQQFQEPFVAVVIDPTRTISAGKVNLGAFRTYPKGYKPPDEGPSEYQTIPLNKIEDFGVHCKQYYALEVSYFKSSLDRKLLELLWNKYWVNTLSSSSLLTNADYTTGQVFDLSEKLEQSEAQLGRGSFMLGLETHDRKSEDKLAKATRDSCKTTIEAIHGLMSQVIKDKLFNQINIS
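assay system = purified human Csn5 enzyme expressed in HEK293T cells | amount = 0.24 nM enzyme | buffer or medium = Tris/NaCl/DTT buffer, pH 7.5 | reagent = 10 nM SCFSkp2-Nedd8OG | compound = one concentration, 12.5 µM, 0.25% DMSO | times = 90 min reaction at room temperature | signal = FP | read-out basis = % inhibition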
SUMO1-SIM PPI: SUMO1-SIM interaction modulation. SUMO1 binding to a labelled peptide, TR-FRET, 1 h. inhibition, % at 20 µM. P63165. 360,000 compounds, 0.33% hits; in the data active = inhibition above about 37%
Active calls of the source: *; i = inactive; . = not tested or not shown; + = active, no number.

Preview, 14 compounds:
SMILES	STEP inh	DNMT1 block	LMPTP block	NadD inh	Rpn11 block	Neddylation inh	Rin1-Abl PPI inh	Scp-1 inhibitor	CSN inh	SUMO1-SIM PPI
O=c1nc2ccccc2c2n1CC(CN1CCN(c3ccccc3F)CC1)N2 (stereo not given)	4	2	1.6	-3	i	i	5	0	-2	-1
CN(C)c1cccc2c(S(=O)(=O)NC(=O)[C@H]3O[C@@H](n4cnc5c(N)ncnc54)[C@H](O)[C@@H]3O)cccc12	2	2	-1.2	1	i	.	2	.	4	-6
CCN(C(=O)c1ccc(C(C)(C)C)cc1)c1nnc(Cn2nnc3ccccc32)s1	-1	-5	3.4	1	i	i	-1	-14	-3	2
CCOC(=O)c1ccc(NC(=O)Cn2cnc(S(=O)(=O)N3CCCC3)c2)cc1	0	3	0.3	-4	i	i	11	-6	-4	7
O=C1COc2ccc(C(=O)COC(=O)CNC(=O)c3ccco3)cc2N1	-2	0	7.7	0	i	i	2	1	-1	-1
O=C(O)CCCCc1nc2ccccc2s1	-6	5	-0.2	-1	i	i	-1	-2	-3	0
O=S1(=O)CCN(C(CCO)c2cccc(C(F)(F)F)c2)CC1 (stereo not given)	-4	0	-2.1	-6	i	i	-1	-7	-3	2
CC(=O)Nc1ccc(NC(=O)c2ccc(-c3ccccc3Cl)o2)cc1	3	1	20	-9	i	.	-1	3	-2	-10
O=C(Nc1ccc(NC(=O)c2ccccc2Cl)cc1)c1cccnc1	-2	2	0.0	7	i	i	0	-4	1	1
O=C(Nc1ccc2oc(-c3ccc(Cl)c(Cl)c3)nc2c1)c1ncn[nH]1	0	24	2.0	10	+	i	-1	6	7	24
COc1ccc(N2C(S)=C(C#N)C(=O)NC2c2ccco2)cc1 (stereo not given)	2	14	-0.9	6	i	i	1	6	-11	-2
COc1ccc(C(CC(=O)Nc2ccc(Cl)cc2F)NC(=O)C(F)(F)F)cc1 (stereo not given)	-2	4	-1.2	-3	i	i	-5	-10	3	1
O=C(NCC1CCCO1)c1ccc(Cl)c(S(=O)(=O)Nc2ccccc2)c1 (stereo not given)	2	2	0.3	-4	i	i	3	2	-4	4
CC1CCC(NS(=O)(=O)c2cccc3nsnc23)CC1 (stereo not given)	1	-2	-0.3	5	i	i	0	-11	4	-27

The listing (from the top)
SMILES	STEP inh	DNMT1 block	LMPTP block	NadD inh	Rpn11 block	Neddylation inh	Rin1-Abl PPI inh	Scp-1 inhibitor	CSN inh	SUMO1-SIM PPI
O=c1nc2ccccc2c2n1CC(CN1CCN(c3ccccc3F)CC1)N2 (stereo not given)	4	2	1.6	-3	i	i	5	0	-2	-1
CN(C)c1cccc2c(S(=O)(=O)NC(=O)[C@H]3O[C@@H](n4cnc5c(N)ncnc54)[C@H](O)[C@@H]3O)cccc12	2	2	-1.2	1	i	.	2	.	4	-6
CCN(C(=O)c1ccc(C(C)(C)C)cc1)c1nnc(Cn2nnc3ccccc32)s1	-1	-5	3.4	1	i	i	-1	-14	-3	2
CCOC(=O)c1ccc(NC(=O)Cn2cnc(S(=O)(=O)N3CCCC3)c2)cc1	0	3	0.3	-4	i	i	11	-6	-4	7
O=C1COc2ccc(C(=O)COC(=O)CNC(=O)c3ccco3)cc2N1	-2	0	7.7	0	i	i	2	1	-1	-1
O=C(O)CCCCc1nc2ccccc2s1	-6	5	-0.2	-1	i	i	-1	-2	-3	0
O=S1(=O)CCN(C(CCO)c2cccc(C(F)(F)F)c2)CC1 (stereo not given)	-4	0	-2.1	-6	i	i	-1	-7	-3	2
CC(=O)Nc1ccc(NC(=O)c2ccc(-c3ccccc3Cl)o2)cc1	3	1	20	-9	i	.	-1	3	-2	-10
O=C(Nc1ccc(NC(=O)c2ccccc2Cl)cc1)c1cccnc1	-2	2	0.0	7	i	i	0	-4	1	1
O=C(Nc1ccc2oc(-c3ccc(Cl)c(Cl)c3)nc2c1)c1ncn[nH]1	0	24	2.0	10	+	i	-1	6	7	24
COc1ccc(N2C(S)=C(C#N)C(=O)NC2c2ccco2)cc1 (stereo not given)	2	14	-0.9	6	i	i	1	6	-11	-2
COc1ccc(C(CC(=O)Nc2ccc(Cl)cc2F)NC(=O)C(F)(F)F)cc1 (stereo not given)	-2	4	-1.2	-3	i	i	-5	-10	3	1
O=C(NCC1CCCO1)c1ccc(Cl)c(S(=O)(=O)Nc2ccccc2)c1 (stereo not given)	2	2	0.3	-4	i	i	3	2	-4	4
CC1CCC(NS(=O)(=O)c2cccc3nsnc23)CC1 (stereo not given)	1	-2	-0.3	5	i	i	0	-11	4	-27
c1cc(CNCCCN2CCOCC2)ccn1	-1	-2	-5.0	-3	i	i	-2	-6	5	-4
C=CCN(C(=O)CNC(=O)c1cccs1)C(C(=O)NC(C)(C)C)c1ccccc1 (stereo not given)	2	7	-0.3	8	i	i	1	5	-2	4
O=C1CCC(C(=O)N2CCCCCC2)CN1CCc1ccc(Cl)cc1 (stereo not given)	0	1	0.0	0	i	i	1	-6	-2	3
O=C(CS(=O)(=O)c1ccccc1)N1CCCCC1	2	0	-0.2	-2	i	i	-6	-4	-3	2
CCC1(CC)Cc2ccccc2-c2nc(CN(C)C)[nH]c(=O)c21	0	0	-0.6	-14	i	i	2	-6	-9	1
C[C@@H]1ON(C2CCCCC2)[C@H]2c3nc4ccccc4n3C[C@@H]12	-1	1	-2.2	-5	i	i	2	-8	-2	0
Cc1ccc(C(=O)C(C)Oc2cccc(NC(=O)c3ccco3)c2)cc1 (stereo not given)	2	-8	2.3	-7	i	i	1	-18	2	2
CCCOc1ccccc1/C=N/NC(=O)C1CC1	-1	4	0.0	-1	i	i	-1	-13	2	2
Cc1cc(C)n2nc(C)c(-c3ccc(Cl)cc3)c2n1	0	1	1.7	1	i	i	4	4	-1	-3
COc1cc(C(=O)N/N=C(\Cc2ncc[nH]2)c2ccccc2)cc(OC)c1OC	1	2	-1.5	-3	i	i	-4	-10	5	3
COc1ccc2c(C)cc(N3CCN(Cc4ccccc4)CC3)nc2c1	-1	4	0.5	-3	i	i	-10	27	0	-5
CCOC(=O)N1CCN(C(=O)CSc2ccc(C(F)(F)F)cc2[N+](=O)[O-])CC1	-1	-2	-0.1	4	i	i	2	-8	0	-30
CCOC(=O)N1CCN(S(=O)(=O)c2ccc3[nH]cc(C(=O)O)c(=O)c3c2)CC1	8	14	-2.1	-6	i	i	-1	8	8	22
CN(c1cccc(NC(=O)c2ccc(N(C)S(=O)(=O)c3ccccc3)cc2)c1)S(C)(=O)=O	0	-8	1.5	-10	i	i	2	-15	-7	-3
O=C1C(Cc2ccccc2)Nc2ncnc(N3CCCCC3)c2N1Cc1ccccc1 (stereo not given)	0	3	-0.9	12	i	i	1	1	0	6
N/C(=N\OC(=O)COc1ccc(Br)cc1Cl)c1ccccn1	-2	4	0.1	0	i	i	1	8	-7	-1
Cc1ccc2c(C(=O)CCl)c(C)[nH]c2c1	-3	4	-0.7	-12	i	i	-1	-19	2	-3
Cc1ccccc1OCCC(=O)OCC(=O)N1CCN(S(=O)(=O)c2ccc(Cl)cc2)CC1	1	1	1.0	-6	i	i	1	-8	-6	4
c1coc(-c2nc3ccccc3nc2-c2ccco2)c1	9	103*	21	2	i	i	0	44	51	30
O=C(Cn1cnc2c(nnn2Cc2ccccc2)c1=O)NCC1CCCO1 (stereo not given)	1	3	-2.0	5	i	i	1	-8	4	-1
O=C(COC(=O)CC1CCCCC1)Nc1c(Cl)cccc1Cl	-3	-4	0.0	4	i	i	-1	0	4	3
Cc1ccc(S(=O)(=O)CS(=O)(=O)c2ccc(C)cc2)cc1	1	1	-1.2	0	i	i	6	7	-7	-2
CCN1C(=O)NC2=C(C(=O)c3ccccc32)C1c1ccccc1F (stereo not given)	-1	-7	1.4	-1	i	i	-7	-3	1	-15
Cc1ccc(NS(=O)(=O)Cc2ccccc2)nc1	4	1	-1.1	-2	i	.	1	-8	0	2
O=C(NC1CCCCCCC1)c1ccccc1O	-2	0	-1.2	-4	i	i	5	-10	-2	0
CCOc1ccc(CC2CC(=O)NC2=O)cc1 (stereo not given)	3	2	-1.9	3	i	i	-1	-12	4	13
CC(C)(C)NC(=O)CN(C(=O)CNS(=O)(=O)c1ccc(Cl)cc1)c1ccc2c(c1)OCCO2	-3	0	0.3	-7	i	i	1	-5	1	0
CCCCNC(=O)C1(C)CCCCN1C(=O)c1cc(C)n(C(C)(C)C)n1 (stereo not given)	-3	3	-0.2	1	i	i	0	.	-1	3
O=C(Nc1cccc(CNCCc2c[nH]c3ccccc23)c1)c1ccccc1Cl	-2	-5	-0.7	-1	i	i	-4	2	3	-5
COc1ccc(C(=O)NCC(=O)OC2CCCCC2=O)cc1 (stereo not given)	0	1	0.8	3	i	i	2	3	0	-2
Clc1ccc(OCc2nn3c(-c4ccccc4)nnc3s2)c(Cl)c1	5	59*	29	6	i	i	0	-3	-6	1
O=C(CNC(=O)c1ccc(Br)o1)NCC1CCCO1 (stereo not given)	0	2	-1.8	1	i	i	1	-13	-4	0
COC(=O)CN(Cc1ccccc1)S(=O)(=O)c1ccc(OC)c(OC)c1	4	-1	-0.7	4	i	i	0	-9	-2	2
COc1cccc(/C=N/N=C(\N)c2nonc2N)c1O	1	0	-1.5	9	i	i	0	-3	-1	-4
COc1ccc(OC)c(S(=O)(=O)NCc2csc(-c3ccccc3)n2)c1	-1	-1	-0.4	4	i	i	5	-8	-4	-4
O=C(O)c1ccc(NS(=O)(=O)c2cccc3nsnc23)cc1	2	5	-2.1	6	i	i	5	-3	2	-19
O=S(=O)(NCCc1ccc(F)cc1)c1cc(C(F)(F)F)ccc1Br	-1	3	3.6	0	i	i	0	-12	-1	3
Cc1cc(C(=O)CN2CCCC(C)C2)c(C)n1-c1ccc(F)cc1 (stereo not given)	0	-7	-0.4	-2	i	i	-2	-1	-12	0

Rows are unselected, and some 3.8% of all compounds hit somewhere here.
